Bioassay records from PubChem.
14-3-3 Bad inh = disrupts binding of bovine 14-3-3 zeta to phospho-Bad peptide | inhibition, % at 21.7 µM | TR-FRET 14-3-3zeta/Dy647-pBad peptide displacement, 1 h | P63103 | 220,000 compounds, 0.71% hits;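 active means inhibition above about 70%, limit read from the data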;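 further: 0% = full 14-3-3 plus peptide FRET controls and 100% = background without 14-3-3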
EBV gp42 inh = inhibitors of Epstein-Barr virus glycoprotein 42 | Q1HVG2 | inhibition, % (tested at 21.74 µM) | 220,000 compounds, 0.42% hits | Fluorescence polarization binding assay, mP read-out; in the data active means inhibition above about 50%
Target sequence (Q1HVG2 whole entry, looked up): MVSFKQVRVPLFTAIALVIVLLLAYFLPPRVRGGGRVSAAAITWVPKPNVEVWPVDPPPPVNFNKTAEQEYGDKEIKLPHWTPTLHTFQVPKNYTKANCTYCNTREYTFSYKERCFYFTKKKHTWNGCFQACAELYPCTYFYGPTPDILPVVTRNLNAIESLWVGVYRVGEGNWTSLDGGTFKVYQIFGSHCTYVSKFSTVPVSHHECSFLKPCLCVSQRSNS
NCF1 inh = inhibitors of human p47phox binding; 220,000 compounds, 0.53% hits; AID 1274; P14598; inhibition, % at 24.7 µM; p47phox/p22phox peptide binding, fluorescence polarization, 2 h;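 further: 0% = p47phox with labelled peptide and 100% = labelled peptide alone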
Target sequence (P14598 whole entry, looked up): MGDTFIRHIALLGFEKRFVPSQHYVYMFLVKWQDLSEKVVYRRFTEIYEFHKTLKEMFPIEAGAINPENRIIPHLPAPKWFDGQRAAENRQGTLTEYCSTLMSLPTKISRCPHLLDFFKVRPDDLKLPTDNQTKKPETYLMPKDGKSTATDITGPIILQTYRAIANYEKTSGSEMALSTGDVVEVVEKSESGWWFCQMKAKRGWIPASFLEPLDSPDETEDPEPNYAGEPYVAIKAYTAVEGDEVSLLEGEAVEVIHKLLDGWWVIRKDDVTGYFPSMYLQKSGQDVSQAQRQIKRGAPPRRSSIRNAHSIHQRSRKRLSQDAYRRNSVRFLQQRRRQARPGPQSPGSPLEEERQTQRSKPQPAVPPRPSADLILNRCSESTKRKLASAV
KLK5 inh = inhibitors of human kallikrein 5; Q9Y337; recombinant hK5, fluorogenic AMC substrate cleavage; inhibition, % at 5 µM; 210,000 compounds, 0.59% hits; AID 873;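 active means inhibition of 40% or more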;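 further: 0% = enzyme controls without compound and 100% = no-enzyme blanks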
eIF4E 4G PPI = inhibitors of eIF4E and eIF4G interaction in translation initiation; 220,000 compounds, 0.37% hits; inhibition, % at 21.7 µM; AID 782; P63073+Q04637; TR-FRET eIF4E-eIF4GI(517-606) binding, 2 h;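 further: 0% = full FRET control wells and 100% = background wells lacking eIF4GI fragment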
Furin inhibitor = blocks human furin protease activity; P09958; purified furin, fluorogenic substrate cleavage; inhibition, % at 30 µM; 220,000 compounds, 0.061% hits; in the data active means inhibition above about 25%; further: inactives centre near -15
Thrombin inh = blocks human thrombin protease activity; AID 1046; inhibition, % at 5 µM; alpha-thrombin, Boc-VPR-AMC fluorogenic substrate cleavage; 220,000 compounds, 0.26% hits;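 active means inhibition at or above 40%; inactive means inhibition below 40%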;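 further: 0% = enzyme with no compound and 100% = wells without enzyme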
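System: human alpha-thrombin protein; Compound dosing: one concentration per compound, 5 µM, with 0.2% DMSO; Timing: reaction at room temperature; Technique: AMC fluorescence, 355/460 nm; Controls: enzyme without compound as high, wells lacking enzyme as low.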
Rad51 HR inh = Rad51 (human) homologous recombination inhibition; hRad51 DNA strand exchange, fluorescence dequenching; inhibition, % at 10 µM; 200,000 compounds, 0.085% hits;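 active means inhibition above 40% at the single screening dose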;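 further: 0% = DMSO control wells and 100% = blanks with heterologous ssDNA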
Target sequence (Q06609 whole entry, looked up): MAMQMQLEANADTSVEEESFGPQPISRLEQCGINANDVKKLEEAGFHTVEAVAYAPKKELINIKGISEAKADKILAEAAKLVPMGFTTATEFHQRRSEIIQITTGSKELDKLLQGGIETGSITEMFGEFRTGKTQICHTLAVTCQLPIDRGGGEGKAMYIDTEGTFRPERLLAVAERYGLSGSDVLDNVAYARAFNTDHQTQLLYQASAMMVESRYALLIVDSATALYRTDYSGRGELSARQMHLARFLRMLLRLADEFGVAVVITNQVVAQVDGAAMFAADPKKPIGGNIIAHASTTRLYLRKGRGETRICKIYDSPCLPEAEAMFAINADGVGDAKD
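System: human Rad51 nucleoprotein filaments preassembled on unlabelled ssDNA. Reagent: labelled 47-mer dsDNA for strand exchange. Schedule: 30-min compound preincubation and 15-min exchange, both room temperature. Measured by: FRET fluorescence dequenching, excitation 485 nm, emission 520 nm. Read-out: Fluorescence-based percent inhibition, control- and blank-normalised. Benchmarks: plate controls and plate blanks.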
Cl transport mod = modulates chloride dependent transport by human KCC2; Q9H2X9; KCC2 cells, thallium flux FluoZin-2 fluorescence; B-score of Tl+ flux slope (higher = more flux/activation; lower = inhibition) at 10 µM; 190,000 compounds, 2.2% hits; AID 1456;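 active means thallium flux slope and its plate-corrected score both differing from the plate sample mean at a set confidence after two filtering rounds, in either direction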;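 further: slope of fluorescence scaled to starting intensity during 10 to 20 s after thallium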
Active calls of the source: *; [ ] = another dose, or the depositor's remark.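 How the source made its calls, unless noted: active means inhibition above about 30% (limit read from the data); inactive means the rest.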

Results for COC(=O)CCc1c(C)c(C(=O)c2ccco2)c2ccccn12 ?
14-3-3 Bad inh: -1; EBV gp42 inh: -13; NCF1 inh: -4; KLK5 inh: -4; eIF4E 4G PPI: 2; Furin inhibitor: -15; Thrombin inh: 4; Rad51 HR inh: 8

How did CCOc1ccccc1NC(=O)C1CCCN(S(=O)(=O)c2cccc3cccnc23)C1 (centres undefined) do in these assays?
14-3-3 Bad inh: -1; EBV gp42 inh: -7; NCF1 inh: -9; KLK5 inh: 3; eIF4E 4G PPI: -2; Furin inhibitor: -9; Thrombin inh: -9; Rad51 HR inh: -8; Cl transport mod: 0.18

Results for Cn1c(=O)c(Nc2ccc(O)cc2)c2c3c(cccc31)C(=O)c1ccccc1-2 ?
14-3-3 Bad inh: -13; EBV gp42 inh: 127*; NCF1 inh: 6; KLK5 inh: -24; eIF4E 4G PPI: 10[fluorescence artefact?]; Furin inhibitor: -8; Thrombin inh: 1; Rad51 HR inh: -100; Cl transport mod: -2.5

How did CC1c2nc3ccccc3n2C(CC(=O)NC2CC2)C(=O)N1Cc1ccccc1 (centres undefined) do in these assays?
14-3-3 Bad inh: -9; EBV gp42 inh: -22; NCF1 inh: 6; KLK5 inh: 3; eIF4E 4G PPI: -1; Furin inhibitor: -33; Thrombin inh: 5; Rad51 HR inh: 19; Cl transport mod: -0.21

How did CCC(=O)N1CCC(C(N)=O)(N2CCCCC2)CC1 do in these assays?
14-3-3 Bad inh: -12; EBV gp42 inh: -20; NCF1 inh: -12; KLK5 inh: -2; eIF4E 4G PPI: 0; Furin inhibitor: -10; Thrombin inh: -8; Rad51 HR inh: 1; Cl transport mod: 1.1

What do the screens show for `C=CCNc1nc(SCC=C)nc2ccsc12`?
14-3-3 Bad inh: 17; EBV gp42 inh: -10; NCF1 inh: -14; KLK5 inh: -8; eIF4E 4G PPI: -5; Furin inhibitor: -23; Thrombin inh: 1; Cl transport mod: -1.2

Results for C/C(=N\OC(=O)c1ccc(Cl)cc1)c1sc(-c2ccccc2)nc1C ?
14-3-3 Bad inh: 1; EBV gp42 inh: 1; NCF1 inh: -1; KLK5 inh: -26; eIF4E 4G PPI: -2; Furin inhibitor: -16; Thrombin inh: -4; Rad51 HR inh: 2

How did O=Cc1c(N2CCCCCC2)nc2ccccn2c1=O do in these assays?
14-3-3 Bad inh: -15; EBV gp42 inh: 3; NCF1 inh: 5; KLK5 inh: 11; eIF4E 4G PPI: -12; Furin inhibitor: -20[20 µM]; Thrombin inh: 2; Rad51 HR inh: 2

What do the screens show for `CCOc1ccc(N(CC(=O)NCc2ccco2)S(=O)(=O)c2ccc(OC)c(OC)c2)cc1`?
14-3-3 Bad inh: 6; EBV gp42 inh: 19; NCF1 inh: -9; KLK5 inh: 14; eIF4E 4G PPI: -1[fluorescence artefact?]; Furin inhibitor: -20[20 µM]; Thrombin inh: 0; Rad51 HR inh: 6; Cl transport mod: 1.3

What do the screens show for `Cc1cc(C)nc(SCC(N)=O)n1`?
14-3-3 Bad inh: 1; EBV gp42 inh: -11; NCF1 inh: 0; KLK5 inh: -9; eIF4E 4G PPI: 5; Furin inhibitor: -10; Thrombin inh: 6; Rad51 HR inh: -26; Cl transport mod: 1

What do the screens show for `COc1ccc(Cl)cc1CSc1n[nH]c(C)n1`?
14-3-3 Bad inh: -6[fluorescence artefact?]; EBV gp42 inh: -9; NCF1 inh: -11; KLK5 inh: 3; eIF4E 4G PPI: -1[fluorescence artefact?]; Furin inhibitor: -18; Thrombin inh: 0; Rad51 HR inh: -2; Cl transport mod: 0.0076

What do the screens show for `CC1(C)CC(=O)c2cnc(NC3CC3)nc2C1`?
14-3-3 Bad inh: -5; EBV gp42 inh: 5; NCF1 inh: 1; KLK5 inh: 4; eIF4E 4G PPI: -4; Furin inhibitor: -5; Rad51 HR inh: 6; Cl transport mod: -0.28

How did C/C=C/C=N/NC(=O)CN(c1ccc(Br)cc1)S(=O)(=O)c1ccccc1 do in these assays?
14-3-3 Bad inh: 2; EBV gp42 inh: -7; NCF1 inh: -31; KLK5 inh: -24; eIF4E 4G PPI: -2; Furin inhibitor: -13; Thrombin inh: -7; Cl transport mod: -0.06

How did CC(C)(C)NC(=O)CN(C(=O)CSc1nnc(COc2ccccc2)o1)c1cccc(F)c1 do in these assays?
14-3-3 Bad inh: 5; EBV gp42 inh: -21; NCF1 inh: 8; KLK5 inh: -2; eIF4E 4G PPI: -10; Furin inhibitor: -3[20 µM]; Thrombin inh: 4; Rad51 HR inh: 1; Cl transport mod: -2.7

How did COc1ccc(CCNC(=O)c2sc(=S)n(C)c2N)cc1 do in these assays?
14-3-3 Bad inh: -10; EBV gp42 inh: -11; NCF1 inh: -5; KLK5 inh: -9; eIF4E 4G PPI: -3; Furin inhibitor: -5; Thrombin inh: 4; Rad51 HR inh: 3

Results for CCOc1ccc(Oc2cc(C)nc(SC)n2)nn1 ?
14-3-3 Bad inh: -9; EBV gp42 inh: -30; NCF1 inh: -3; KLK5 inh: -8; eIF4E 4G PPI: 1; Furin inhibitor: -15[20 µM]; Thrombin inh: 5; Rad51 HR inh: 1; Cl transport mod: -0.8

Results for Cc1c(C(=O)NCc2ccc3c(c2)OCO3)sc2nc(-c3ccccc3)cn12 ?
14-3-3 Bad inh: 10; EBV gp42 inh: -8; NCF1 inh: -7; KLK5 inh: -5; eIF4E 4G PPI: -2; Furin inhibitor: -12; Thrombin inh: -6; Rad51 HR inh: 0; Cl transport mod: -0.54

What do the screens show for `COc1ccccc1N1CCN(CCCCCCOc2ccc(F)cc2)CC1`?
14-3-3 Bad inh: 47; EBV gp42 inh: 9; NCF1 inh: -8; KLK5 inh: -8; eIF4E 4G PPI: 10[fluorescence artefact?]; Furin inhibitor: -9; Thrombin inh: -1; Cl transport mod: -0.71

What do the screens show for `CC(=O)OC(C(=O)NCc1ccco1)c1cccnc1` (centres undefined)?
14-3-3 Bad inh: -7; EBV gp42 inh: -8; NCF1 inh: -4; KLK5 inh: -24; eIF4E 4G PPI: -5; Furin inhibitor: -12[20 µM]; Thrombin inh: 0; Rad51 HR inh: -8; Cl transport mod: -1.7

Results for Cc1noc(C)c1COc1ccc(C(=O)Nc2ccccc2)cc1 ?
14-3-3 Bad inh: -15; EBV gp42 inh: -6; NCF1 inh: -13; KLK5 inh: 4; eIF4E 4G PPI: 2; Furin inhibitor: -30; Thrombin inh: -11; Rad51 HR inh: 7; Cl transport mod: -0.43

Molecules from the list above containing a Cl atom:
Results for C/C(=N\OC(=O)c1ccc(Cl)cc1)c1sc(-c2ccccc2)nc1C ?
14-3-3 Bad inh: 1; EBV gp42 inh: 1; NCF1 inh: -1; KLK5 inh: -26; eIF4E 4G PPI: -2; Furin inhibitor: -16; Thrombin inh: -4; Rad51 HR inh: 2

What do the screens show for `COc1ccc(Cl)cc1CSc1n[nH]c(C)n1`?
14-3-3 Bad inh: -6[fluorescence artefact?]; EBV gp42 inh: -9; NCF1 inh: -11; KLK5 inh: 3; eIF4E 4G PPI: -1[fluorescence artefact?]; Furin inhibitor: -18; Thrombin inh: 0; Rad51 HR inh: -2; Cl transport mod: 0.0076

New compounds follow:
Results for COC(=O)c1ccc(NC(=O)Nc2ccccc2F)cc1 ?
14-3-3 Bad inh: -9; EBV gp42 inh: -7; NCF1 inh: -14; KLK5 inh: -18; eIF4E 4G PPI: -3; Furin inhibitor: -27; Thrombin inh: 4; Rad51 HR inh: -12; Cl transport mod: -0.029

How did O=C(CC12CC3CC(CC(C3)C1)C2)NC(=S)Nc1ccc(CN2CCOCC2)cc1 do in these assays?
14-3-3 Bad inh: -4; EBV gp42 inh: -7; NCF1 inh: -22; KLK5 inh: 0; eIF4E 4G PPI: -1; Furin inhibitor: -22; Thrombin inh: -3; Rad51 HR inh: -5; Cl transport mod: 0.073

What do the screens show for `COC(=O)c1ccc(CSc2nnc3sc4ccccc4n23)o1`?
14-3-3 Bad inh: 11; EBV gp42 inh: 2; NCF1 inh: 0; KLK5 inh: 7; eIF4E 4G PPI: -4; Furin inhibitor: -12; Thrombin inh: -2; Rad51 HR inh: -2; Cl transport mod: 0.45

What do the screens show for `O=C(CNS(=O)(=O)c1ccccc1)OCC(=O)c1ccc(OC(=O)c2ccccc2)cc1`?
14-3-3 Bad inh: 2; EBV gp42 inh: -2; NCF1 inh: -3; KLK5 inh: 9; eIF4E 4G PPI: 1; Furin inhibitor: -10; Thrombin inh: 0; Rad51 HR inh: 0; Cl transport mod: -0.51

What do the screens show for `COc1ccc(Cn2cnc3c([N+](=O)[O-])c(C)c(C)cc32)cc1`?
14-3-3 Bad inh: 1; EBV gp42 inh: -14; NCF1 inh: -13; KLK5 inh: 5; eIF4E 4G PPI: 2; Furin inhibitor: -19[20 µM]; Thrombin inh: -1; Rad51 HR inh: 7; Cl transport mod: -0.061

How did CCC(=O)N1CCc2cc(OC)c(OC)cc2C1COc1ccccc1OC (centres undefined) do in these assays?
14-3-3 Bad inh: 1; EBV gp42 inh: -13; NCF1 inh: -5; KLK5 inh: -5; eIF4E 4G PPI: -4; Furin inhibitor: -9; Thrombin inh: 16; Rad51 HR inh: -5; Cl transport mod: -5*

How did Cc1ccccc1OCc1nc2ccccc2c(=O)n1N do in these assays?
14-3-3 Bad inh: 2[fluorescence artefact?]; EBV gp42 inh: -17; NCF1 inh: -16; KLK5 inh: 6; eIF4E 4G PPI: 5[fluorescence artefact?]; Furin inhibitor: -17[20 µM]; Thrombin inh: -1; Rad51 HR inh: 7; Cl transport mod: 0.069

How did CC(C)CC(=O)Nc1nc2ccc(S(=O)(=O)N3CCOCC3)cc2s1 do in these assays?
14-3-3 Bad inh: 6[fluorescence artefact?]; EBV gp42 inh: -15; NCF1 inh: -6; KLK5 inh: -2; eIF4E 4G PPI: 3; Furin inhibitor: -18[20 µM]; Thrombin inh: -5; Rad51 HR inh: 0; Cl transport mod: -0.022

What do the screens show for `CCCn1c(=O)c2ccccc2n2c(SCC(=O)/C(C#N)=C(\C)N)nnc12`?
14-3-3 Bad inh: -6; EBV gp42 inh: -15; NCF1 inh: -3; KLK5 inh: -2; eIF4E 4G PPI: 3[fluorescence artefact?]; Furin inhibitor: -19; Thrombin inh: -1; Rad51 HR inh: -4; Cl transport mod: -1.2

How did CCOC(=O)N1CCN(C(=O)C(NS(=O)(=O)c2cccc3nsnc23)c2ccccc2)CC1 (centres undefined) do in these assays?
14-3-3 Bad inh: 1; EBV gp42 inh: -29; NCF1 inh: 7; KLK5 inh: -11; eIF4E 4G PPI: -11; Furin inhibitor: -11[20 µM]; Thrombin inh: 2; Rad51 HR inh: -3; Cl transport mod: -0.46

Results for Cc1ccsc1CN(C)C(=O)CCc1nnc(COc2ccccc2)o1 ?
14-3-3 Bad inh: -6; EBV gp42 inh: -15; NCF1 inh: -8; KLK5 inh: 3; eIF4E 4G PPI: -1; Furin inhibitor: -18; Thrombin inh: 1; Rad51 HR inh: -5; Cl transport mod: -2

What do the screens show for `COc1ccc(C(=O)Nc2ccc(O)cc2C(=O)O)cc1`?
14-3-3 Bad inh: 10; EBV gp42 inh: -20; NCF1 inh: -10; KLK5 inh: -6; eIF4E 4G PPI: 2; Furin inhibitor: -11; Thrombin inh: -5; Rad51 HR inh: -21; Cl transport mod: -0.27

How did COc1ccc(C(=O)NCc2cccnc2)cc1S(=O)(=O)N1CCCc2ccccc21 do in these assays?
14-3-3 Bad inh: -14; EBV gp42 inh: -7; NCF1 inh: -2; KLK5 inh: 5; eIF4E 4G PPI: 2; Furin inhibitor: -9; Thrombin inh: 1; Rad51 HR inh: -7; Cl transport mod: -0.018

Compounds as they come, and some 4.7% of all compounds hit somewhere here.
